# ELG1 genotox = genotoxicity induction in ELG1-luciferase HEK293T cells; HEK293T ELG1-luciferase reporter, luminescence, 16 h; 330,000 tested, 1.3% active; Potency, µM (highest dose often 46 µM), for the others: at the highest dose activity change, positive = activation, actives largely listed as activators; further: potency means the concentration at half of the fitted maximal effect; % of control where 0% means no effect; nearly all actives have a fitted effect of over 60% in size
#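 HEK293T cells expressing luciferase-tagged ELG1 were exposed to compound or DMSO vehicle for 16 hr at 37 °C and 5% CO2. Luciferase activity was then measured with ONE-Glo after 30 min at room temperature.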
# uPA generation = blocks generation of uPA at the cell surface | cell surface uPA generation assay, qHTS | Potency, µM (titrated, usually from 38.3 µM), for the others: top-dose activity change, negative = inhibition, most hits filed as inhibitors | 330,000 tested, 0.31% active; active means well fitted inhibition curve with a large enough effect; inconclusive means small, poorly fitted or top-dose-only effect; inactive means no such curve, though single readings can be large or run the other way; tested in mouse RAW 264.7 cells; further: potency means the concentration at half of the fitted maximal effect; on the % scale 0 is the no-effect control and ±100 the full control effect; nearly all actives have a fitted effect of over 55% in size
# TRPV1 ag = activates the human vanilloid receptor TRPV1; 320,000 tested, 0.19% active; activation, % at 8.33 µM; AID 540275; TRPV1-expressing cells, Fluo-8 calcium influx, agonist mode; in the data active means activation above about 80%; inconclusive means between about 30% and that limit; further: 0% is about no effect
#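 TRPV1-expressing cells were cultured overnight at 35.5C and loaded with Fluo-8 calcium dye for 40 to 90 min at room temperature. After a 10 s baseline, compound was added and calcium influx was read kinetically for 3 min (ex 480/em 520 nm).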
# USP2a inh = USP2a (human) protease inhibition | O75604 | USP2 core, Ub-CHOP2 coupled fluorogenic reporter, 485/531 | Potency, µM (titrated, usually from 38.3 µM), without a hit: top-dose activity change, negative = inhibition, usual class: inhibitors | 330,000 tested, 0.01% active | AID 463254;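 further: potency means the concentration at half of the fitted maximal effect; plate controls were DMSO wells for no effect and full inhibition by NEM control for full effect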
# Target sequence (O75604 whole entry, looked up): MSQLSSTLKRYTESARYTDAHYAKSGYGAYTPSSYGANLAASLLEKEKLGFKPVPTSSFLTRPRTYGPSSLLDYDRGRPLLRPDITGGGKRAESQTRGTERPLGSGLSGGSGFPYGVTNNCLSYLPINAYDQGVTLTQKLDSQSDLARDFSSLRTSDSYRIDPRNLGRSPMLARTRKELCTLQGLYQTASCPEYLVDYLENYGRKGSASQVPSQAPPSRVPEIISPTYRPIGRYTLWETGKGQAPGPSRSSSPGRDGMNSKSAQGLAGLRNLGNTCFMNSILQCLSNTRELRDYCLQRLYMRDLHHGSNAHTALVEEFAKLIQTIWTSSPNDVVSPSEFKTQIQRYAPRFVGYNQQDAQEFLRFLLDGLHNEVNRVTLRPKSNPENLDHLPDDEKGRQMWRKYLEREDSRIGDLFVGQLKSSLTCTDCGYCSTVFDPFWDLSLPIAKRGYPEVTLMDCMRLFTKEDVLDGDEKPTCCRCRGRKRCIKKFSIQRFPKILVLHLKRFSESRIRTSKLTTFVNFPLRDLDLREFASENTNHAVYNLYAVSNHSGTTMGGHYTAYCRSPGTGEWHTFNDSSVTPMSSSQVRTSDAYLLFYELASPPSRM
#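 Cell-free coupled assay: 10nM USP2 core preincubated 30min RT with compound in Tris-HCl pH 8.0/CaCl2/CHAPS buffer, then 25nM Ub-CHOP2 and 25nM reporter substrate; fluorescence (Ex 485/Em 531) read after 60min RT, normalized to NEM inhibition, concentration-response curves fitted.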
# PTAP TSG101 blk = blocks PTAP/TSG101 interaction to inhibit HIV-1 budding. Q99816. Fluorescence polarization, FITC-PTAP peptide / Tsg101 binding. Potency, µM (series often up to 115 µM), for the others: top-dose activity change, negative = inhibition, most hits filed as inhibitors. 340,000 tested, under 10 active; active means well fitted inhibition curve with a large enough effect in the main read-out, with a control signal flat, not every such curve was filed as active; inconclusive means small, poorly fitted or top-dose-only effect, or effect the other way, or a change in a side signal; inactive means no such curve, though single readings can be large or run the other way; further: potency means the concentration at half of the fitted maximal effect; % of control where 0% means no effect
#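 FP read-out: FITC-PTAP peptide, 50 nM final, binding Tsg101 binding domain, 10 uM final; 20 min, r.t.; 10 mM HEPES pH 7.5, 0.15 M NaCl, 0.01% Tween 20, 3 mM EDTA, 0.1 mM TCEP.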
# a7 integrin act = activates integrin-mediated alleviation for muscular dystrophy. Potency, µM (top dose mostly 38.3 µM), inactives show at the highest dose activation, most hits filed as activators. alpha7betagal myoblasts, beta-gal FDG fluorescence, 48 h. 350,000 tested, 0.064% active. AID 624291;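 further: potency means the concentration at half of the fitted maximal effect; 100% = response of the positive control SU9516; nearly all actives have a fitted effect of over 60% in size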
#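 alpha7betagal+/- myoblasts (passage 13, 250/well) treated 48 h at 37C with compounds at 1:260 dilution of DMSO stock. Lysed, then beta-galactosidase activity read as FDG fluorescence (ex 480/em 540) after 30 min, with pre-read for autofluorescence.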
# BRCA1 expr act = increases BRCA1 expression | MCF7-BRCA1-FFLuc reporter, luminescence, 48 h; response scale: scaled: vehicle 0%, 10 µM genistein 100% | Potency, µM (doses to about 46.1 µM), without a hit: at the top dose activation, usual class: activators | 380,000 tested, 1.1% active | AID 624202; further: potency means the concentration at half of the fitted maximal effect; nearly all actives have a fitted effect of over 80% in size; some results filed as inactive show a strong effect at the top dose
#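 48 h compound treatment of MCF7-BRCA1-FFLuc cells (phenol-red free MEM, 37 °C), then 15 min with luciferase substrate and luminescence imaging.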
# S-ASM inh = human S-ASM enzyme inhibition | Potency, µM (doses to about 57.5 µM), for the others: at the top dose activity change, negative = inhibition, hits mostly inhibitors | AID 504937 | placental ASM, HMU-PC fluorogenic substrate, 60 min | P17405 | 340,000 tested, 0.006% active; further: potency means the concentration at half of the fitted maximal effect
#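 Fluorogenic HMU-PC substrate (9 uM final) is turned over by placental ASM in 60 min at 37 C after a 10 min compound preincubation. Reaction ended by alkaline stop (pH 10), with fluorescence read at 386/447 nm.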
# B2AR arrestin = recruits beta-arrestin to the human beta2-adrenergic receptor; P07550; beta-arrestin recruitment to beta2AR, cell-based reporter; Potency, µM (highest dose often 46.1 µM), for inactives: at the top dose activation, actives largely listed as activators; 330,000 tested, 0.02% active; AID 492947;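 further: potency means the concentration at half of the fitted maximal effect; 0% = DMSO controls and full agonism = EC100 isoproterenol or metaproterenol; nearly all actives have a fitted effect of over 65% in size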
# Target sequence (P07550 whole entry, looked up): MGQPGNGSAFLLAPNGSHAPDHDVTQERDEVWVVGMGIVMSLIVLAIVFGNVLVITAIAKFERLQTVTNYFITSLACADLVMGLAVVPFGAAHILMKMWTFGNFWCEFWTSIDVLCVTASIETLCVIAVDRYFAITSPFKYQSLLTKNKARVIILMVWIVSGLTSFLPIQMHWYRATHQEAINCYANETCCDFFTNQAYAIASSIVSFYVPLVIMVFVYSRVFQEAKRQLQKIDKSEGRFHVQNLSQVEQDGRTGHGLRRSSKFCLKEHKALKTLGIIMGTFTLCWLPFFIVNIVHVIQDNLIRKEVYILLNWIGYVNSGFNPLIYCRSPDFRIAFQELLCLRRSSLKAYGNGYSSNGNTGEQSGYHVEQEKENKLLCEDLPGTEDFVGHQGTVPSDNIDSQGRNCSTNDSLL
# Eya2 phos inh = inhibitors of human Eya2 phosphatase activity | O00167 | recombinant Eya2, OMFP fluorescence dephosphorylation (OMFP is methylfluorescein phosphate) | Potency, µM (top dose mostly 76.9 µM), inactives show at the top dose activity, negative = inhibition, actives largely listed as inhibitors | 330,000 tested, 0.006% active | AID 488837; further: potency means the concentration at half of the fitted maximal effect; on the % scale 0 is the no-effect control and ±100 the full control effect
#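 Eya2 (0.2 uM) preincubated 10 min at ambient with compound, then OMFP substrate added at 50 uM; 10 min reaction in 50 mM HEPES pH 7.5, 50 mM NaCl, 5 uM MgCl2, 0.05% BSA, 1 mM DTT. Fluorescence read at Ex 485/Em 525 nm.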
# p53 reactivator = mutant p53 re-activation in reporter cells; H1299 p53-A138V BP100-luciferase reporter, luminescence, 24 h; Potency, µM (highest dose often 92.2 µM), without a hit: at the top dose activity change, positive = activation, hits mostly activators; 320,000 tested, 0.063% active; further: potency means the concentration at half of the fitted maximal effect; % of control where 0% means no effect; nearly all actives have a fitted effect of over 45% in size
#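 H1299 (p53-null), stable ts p53-A138V + BP100-Luc; 1000 cells/well, Opti-MEM/10% FBS; cpd 4 pt, 1:5; 24 h, 37 deg C, 5% CO2; detection reagent 10 min RT; luminescence.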
# * = called active by the depositor; ? = inconclusive; nt = not tested or not shown; & = joins results of further samples; [ ] = dose if it differs, or a comment. Unless noted, the call rests on the fitted dose curve; in most records, active means well fitted curve in the direction sought with a large enough effect; inconclusive means small, poorly fitted or top-dose-only effect, or another doubt; inactive means no such curve, though single readings can be large; an effect the other way counts as inactive or inconclusive.
SMILES,ELG1 genotox,uPA generation,TRPV1 ag,USP2a inh,PTAP TSG101 blk,a7 integrin act,BRCA1 expr act,S-ASM inh,B2AR arrestin,Eya2 phos inh,p53 reactivator
Cc1ccc(OCC(=O)NCC(=O)n2nc(C)cc2C)cc1,1%,-2%,nt,1%,-1%,4%,-7%,3%,-0.1%,-5%,-7%
O=C(Nc1c(Cl)cccc1Cl)C1CCC1,-2%,nt,2,1%,-7%,13%,3%,3%,-0.2%,12%,1%
CCN(CC)C(=O)C(=O)c1ccn(-c2c(C)csc2C(=O)OC)c1,0%,-2%,2,2%,-2%,27%,1%,1%,0.0%,-20%,9%
CCSC1=N/C(=C\c2ccc(C(=O)O)cc2)C(=O)S1,-3%,6%,1,1%,-3%,-7%,2%,3%,0.3%,4%[15.4 µM],-8%
CCOC(=O)C1CC2=C(CCCC2=O)N(Cc2ccccc2)C1=O (stereo not given),nt,3%,nt,nt,-5%,-15%,11%,4%,nt,nt,nt
COc1cc(/C=N/NC(=O)c2cccc3ccccc23)cc(OC)c1OC,2%,5%,2,-3%,-2%,-13%,-18%,-2%,0.3%,4%,-2%
CCc1cccc(CC)c1N(COC)C(=O)Cn1c(CO)nc2ccccc21,1%,2%,10,0%,-4%,-19%,-1%,0%,0.5%,11%,-3%
COc1ccc(/C=N/n2c(SC)nnc2-c2ccccc2)c(OC)c1OC,3%,-15%,0,-6%,-3%,22%,-40%,0%,-0.8%,-1%,-1%
CCOC(=O)/C(=N\Nc1cc(Cl)ccc1Cl)N1CCOCC1,-1%,-6%,9,2%,-2%,22%,8%,3%,-0.3%,-13%,1%
CC(=Nc1ccccc1)C1=C(O)CCCC1=O,2%,5%,-1,1%,-10%,11%,-3%,6%,-0.8%,1%,0%
CC(=O)NCC(=O)NC1CCCc2c1cnn2-c1ccccc1F (stereo not given),0%,17%,3,1%,-1%,1%,3%,-1%,0.3%,6%,5%
Cc1nc(SCC(=O)N(CC(C)C)C2CCS(=O)(=O)C2)c2ccccc2n1 (stereo not given),-9%,-8%,1,1%,-2%,-53%[inhibitor],-23%,-2%,-1.4%,14%,3%
Cc1ccc2[nH]c3c(c2c1)CN(C(=O)CN1CCN(C(=O)c2ccco2)CC1)CC3,-1%,nt,1,0%,nt,nt,nt,nt,-1.0%,12%,-6%
COc1ccc(NC(=O)N2CC(C)OC(C)C2)cc1OC (stereo not given),-5%,nt,-2,-3%,-6%,-8%,0%,0%,-0.8%,10%,-4%
O=C(Nc1nnc(C2=COCCO2)o1)c1ccc(S(=O)(=O)N2CCCC2)cc1,-5%,-5%,1,-1%,-2%,19%,0%,-1%,-0.1%,-11%,2%
COc1ccc(C(=O)NCC(C)NC(=O)c2ccc(OC)cc2)cc1 (stereo not given),nt,13%,nt,nt,-2%,-5%,-2%,-3%,nt,nt,nt
CC(C)CNC(=O)CSc1nnc2ccccn12,-1%,-14%,1,0%,-3%,-9%,5%,-1%,0.1%,7%,1%
Cc1ccc(S(=O)(=O)N(CC(=O)N/N=C/c2ccc(F)cc2)c2cccc3cccnc23)cc1,-1%,-2%,3,1%,-8%,13%,-2%,3%,-0.3%,12%,2%
COC(=O)C(NC(=O)c1ccccc1)=C1CCCCC1,2%,1%,0,1%,1%,-8%,-17%,-1%,0.3%,17%,-5%
S=C(NC1CCCCC1)N1CCN(c2ccccn2)CC1,0%,-2%,-1,3%,0%,1%,-8%,5%,4.9%,-1%,1%
N#C/C(=C\c1ccc(O)c(O)c1)C(=O)Nc1ccccc1,?,?,2,1%,2%,nt,5%&20%,-8%,0.3%,21%&9%,11%
COc1ccc(Cc2nc3ccc(C(=O)NCC4COCCO4)cc3o2)cc1 (stereo not given),0%,9%,-2,0%,nt,-11%,5%,7%,0.1%,9%,-5%
O=C(CSc1nc2c(cnn2-c2ccc(F)cc2)c(=O)[nH]1)N1N=C(c2cccs2)CC1c1ccc(F)cc1 (stereo not given),-4%,nt,0,5%,nt,nt,nt,nt,-1.6%,3%,2%
CCC(C)Nc1nc(-c2c[nH]c3ccccc23)cs1 (stereo not given),13%,0%,2,1%,-1%,-7%,0%,-3%,0.5%,12%,6%
CC(C)(C)OC(=O)NCCCC[C@H](NC(=O)[C@H](Cc1c[nH]c2ccccc12)NC(=O)OCc1ccccc1)C(=O)O,1%,13%,1,4%,-8%,-6%,-2%,4%,-0.2%,8%,-4%
CC(C)=CCc1c(O)cc(O)c2c(=O)c(O[C@@H]3O[C@@H](C)[C@H](O)[C@@H](O)[C@H]3O)c(-c3ccc(O)cc3)oc12,nt,-2%,nt,nt,-2%,24%,-12%,?,nt,nt,nt
COc1cc(OC)c(S(=O)(=O)NCc2cccnc2)cc1NC(C)=O,0%,2%,-1,0%,-1%,-13%,-9%,0%,0.0%,3%,-1%
CC[C@@H](CCC=C(C)C)C(=O)N(Cc1ccccc1)c1ccccc1,-3%,8%,?,-6%,-5%,-25%,0%,-1%,0.5%,-17%,0%
O=C(C1=C(O)C(=O)N(CCCn2ccnc2)C1c1ccccc1)c1ccco1 (stereo not given),2%,12%,-1,0%,0%,30%,-2%,2%,-0.5%,-16%,-1%
COc1cccc(Nc2nnc(SCc3cc([N+](=O)[O-])cc4c3OCOC4)s2)c1,-2%,-4%,0,-1%,-6%,2%,-51%,-7%,-0.1%,18%,-2%
CCc1c(C)sc2nc3c(C(=O)N4CCOCC4)cc(C(=O)c4ccccc4O)cn3c(=O)c12,-12%,-2%,8,-1%,2%,-3%,-20%,-16%,0.0%,0%,-7%
O=C(NNC(=O)c1ccc2nonc2c1)Nc1ccc(Cl)cc1,0%,-1%,2,0%,-1%,-40%,0%,-3%,0.0%,-16%,3%
c1csc(-c2csc3nc(CN4CCOCC4)nc(NCc4ccc5c(c4)OCO5)c23)c1,-9%,3%,30,-8%,-6%,9%,-68%,-1%,-0.6%,-6%,-19%
CC(=O)Nc1ccc2[nH]c(C)cc(=O)c2c1,-1%,8%,2,3%,1%,9%,0%,6%,-0.5%,4%,-3%
CCOC(=O)/C=C1\NC(C)(C)Cc2cc(OC)c(O)cc21,1%,1%,?,1%,-6%,-23%,-2%,-2%,-0.7%,17%,-7%
N#Cc1cccc(NC(=O)COC(=O)c2ccc[n+]([O-])c2)c1,2%,2%,nt,-7%,-6%,29%,-16%,3%,-0.4%,4%,1%
Cc1cc(C)cc(NC(=O)COC(=O)c2cc(C)oc2C)c1,0%,0%,1,0%,-3%,27%,-23%,5%,-0.3%,-5%,-4%
C/C(=N\NC(=O)c1cccnc1)c1c(O)cc(C)oc1=O,1%,-1%,0,0%,-2%,-7%,-13%,2%,2.1%,3%,18%
CCOc1ccccc1CNS(=O)(=O)c1cc(-c2cc(C)no2)ccc1C,-6%,1%,?,-2%,-2%,16%,-33%,-15%,0.4%,-8%,1%
CCOc1cc(-c2nc(-c3ccccc3)c(-c3cc([N+](=O)[O-])ccc3C)[nH]2)ccc1O,nt,-10%,5,nt,-4%,-32%,-89%,?,nt,nt,nt
O=C1c2ccccc2C(=O)N1CCOc1cccc(Br)c1,?,-25%,?,2%,nt,15%,5%,-3%,0.1%,-10%,?
C/C(=N/NC(=O)c1cccc(N2CCCC2=O)c1)c1ccncc1,?,2%,-2,-1%,0%,-34%[inhibitor],8.9µM*,4%,-0.3%,8%,15%
CCn1c(=O)c(C(=O)NCc2ccc(Cl)cc2)c(O)c2ccccc21,-11%,-1%,3,-2%,-2%,-16%,-16%,-6%,-1.1%,-4%,5%
CC(=O)c1ccc(S(=O)(=O)NCCC(=O)NCCc2c[nH]c3ccccc23)cc1,-1%,3%,-7,0%,-2%,-1%,-27%,3%,0.2%,-20%,2%
NC(=O)C(=O)N/N=C/c1c[nH]c2ccc(Br)cc12,0%,8%,0,-2%,0%,-9%,-15%,-3%,-0.1%,-12%,-1%
CCn1cc(C(=O)N[C@@H](CCSC)C(=O)NCCOC)c(=O)c2cc3c(cc21)OCO3,2%,-5%,0,-8%,-3%,26%,26%,1%,-0.9%,-5%,-1%
COc1cc(NC(=O)C2CCN(S(=O)(=O)c3ccc4c(c3)CC(C)N4C(C)=O)CC2)cc(OC)c1OC (stereo not given),5%,-5%,1,2%,1%,10%,2%,2%,0.2%,0%,-9%
CN(N)c1nc(-c2ccccc2)cc(-c2ccccc2)n1,-3%,-3%,?,0%,-1%,-11%,-32%,45%[activator],-0.2%,-26%,-1%

# Screening results: PubChem, National Center for Advancing Translational Sciences (NCATS)

# The order is random, and some 2.6% of all compounds hit somewhere here.
